Vif-APOBEC3G blk – qHTS for Inhibitors of Vif-A3G Interactions: qHTS; DNA dC->dU-editing enzyme APOBEC-3G (Homo sapiens), Q9HC16; HeLa A3G-eYFP + Vif (tagged APOBEC3G with the HIV-1 protein that degrades it), YFP fluorescence, overnight; Potency, µM (top dose mostly 46.1 µM), for the others: top-dose activity, negative = active, actives largely listed as inhibitors; actives 0.076% (n = 410,000);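 note: % is set by controls: 0 for no effect and ±100 for the full control effect; nearly all actives have a fitted effect of over 60% in size; hits raise eYFP signal because A3G escapes Vif-driven loss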
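HeLa cells stably expressing Vif and C-terminally eYFP-tagged A3G, seeded overnight at 37 deg C, then exposed to compound by pintool overnight at 37 deg C. Rise in yellow fluorescence (Ex 488/Em 500-530, Acumen) marks blocked Vif-driven A3G degradation.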
RXFP1 agonist – qHTS Assay for Agonists of the Relaxin Receptor RXFP1; actives 0.3% (n = 370,000); AID 2676, 2010; Potency, µM (highest dose often 57.5 µM), for the others: top-dose activation, actives largely listed as activators; Relaxin receptor 1 (Homo sapiens), Q9HBX9; HEK293T-RXFP1 cAMP TR-FRET, 30 min; response scale: percent of porcine relaxin response, buffer zero; note: % is set by controls: 0 for no effect and ±100 for the full control effect; nearly all actives have a fitted effect of over 60% in size; many of its hits are not listed in these tables
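HEK293T cells stably expressing RXFP1 were pretreated with the PDE4 inhibitor Ro 20174, exposed to compounds for 30 min at 37C, lysed, and cAMP was read by TR-FRET. Data normalized to buffer (basal) and 29 nM porcine relaxin (100%).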
USP1 inh – Inhibitors of USP1/UAF1: Primary Screen; recombinant USP1/UAF1, Ub-Rhodamine cleavage fluorescence; Potency, µM (doses to about 57.1 µM), inactives show top-dose activity change, negative = inhibition, usual class: inhibitors; actives 0.23% (n = 390,000); note: % is set by controls: 0 for no effect and ±100 for the full control effect; nearly all actives have a fitted effect of over 60% in size; inactives centre near -12
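1 nM enzyme complex + cpd, 15 min RT; start with Ub-Rho 150nM final; kinetic fluorescence ex 480/em 540, 6 reads q60 s. Buffer 50mM HEPES pH 7.8, 0.5mM EDTA, 0.1 mg/ml BSA, 1mM TCEP, 0.01% Tween-20.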
RGS4 inh – Inhibitors of Regulator of G Protein Signaling (RGS) 4: qHTS; Regulator of G-protein signaling 4 (Homo sapiens), P49798; Transcreener GDP fluorescence polarization, RGS4-accelerated GTP hydrolysis; Potency, µM (series often up to 114 µM), without a hit: at the top dose activity change, negative = inhibition, usual class: inhibitors; actives 0.039% (n = 390,000); AID 504845, 2011; note: % is set by controls: 0 for no effect and ±100 for the full control effect; nearly all actives have a fitted effect of over 75% in size; some results filed as inactive show a strong effect at the top dose
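MLSMR compounds (23 nl, pin-transferred) preincubated 10 min at room temperature with a 500nM (2x) first reagent, then RGS4 at 900nM (2x) plus Transcreener GDP mix added; fluorescence polarization (620/688 nm) read before and after 90 min at 30 °C.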
12-LOX inh – Primary qHTS assay for inhibitors of human arachidonate 12S-lipoxygenase (ALOX12): Round 2 | actives 1.1% (n = 580,000) | Polyunsaturated fatty acid lipoxygenase ALOX12 (Homo sapiens), P18054 | purified 12hLO, xylenol orange hydroperoxide absorbance | Potency, µM (top dose mostly 108 µM), for the others: top-dose activity change, negative = inhibition, usual class: inhibitors; note: % is set by controls: 0 for no effect and ±100 for the full control effect
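Hydroperoxide product was detected by ferrous iron/xylenol orange as the 573 to 405 nm absorbance ratio. Arachidonic acid at 40 uM (final) was turned over for 30 min at room temperature by 150 nM human 12hLO, pH 7.0 Hepes buffer, after 15 min compound preincubation.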
TrxR1 inh – qHTS Assay for Inhibitors of Mammalian Selenoprotein Thioredoxin Reductase 1 (TrxR1): qHTS; AID 588453, 2011; recombinant rTrxR1, NADPH fluorescence consumption, selenite substrate; Thioredoxin reductase 1, cytoplasmic (Rattus norvegicus), O89049; actives 1% (n = 390,000); Potency, µM (series often up to 114 µM), without a hit: at the top dose activity change, negative = inhibition, usual class: inhibitors; note: % is set by controls: 0 for no effect and ±100 for the full control effect; nearly all actives have a fitted effect of over 65% in size
Target sequence (O89049 whole entry, looked up): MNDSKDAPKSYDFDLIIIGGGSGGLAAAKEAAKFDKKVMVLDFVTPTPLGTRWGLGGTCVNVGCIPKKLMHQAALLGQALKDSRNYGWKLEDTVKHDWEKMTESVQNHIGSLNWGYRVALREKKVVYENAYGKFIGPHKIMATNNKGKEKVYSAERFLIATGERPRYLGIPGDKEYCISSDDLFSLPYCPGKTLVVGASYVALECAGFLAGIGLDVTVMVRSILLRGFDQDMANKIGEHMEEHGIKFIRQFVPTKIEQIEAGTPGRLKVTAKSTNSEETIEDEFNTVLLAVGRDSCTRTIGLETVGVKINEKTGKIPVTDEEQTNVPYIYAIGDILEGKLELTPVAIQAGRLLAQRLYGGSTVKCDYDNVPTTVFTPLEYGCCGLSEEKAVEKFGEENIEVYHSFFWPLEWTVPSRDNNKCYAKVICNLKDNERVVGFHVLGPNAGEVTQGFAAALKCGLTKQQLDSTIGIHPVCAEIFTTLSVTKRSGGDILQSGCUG
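Rat TrxR1 (90 nM in the dispensed reagent) was pre-reduced with 400 uM NADPH for 5 min at room temperature, then incubated with compound for 15 min. After 400 uM selenite was added, NADPH fluorescence (Ex 340/Em 450 nm) was followed for 8 min.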
Vif-A3F inh – qHTS for Inhibitors of Vif-A3F Interactions: qHTS; Potency, µM (doses to about 46.1 µM), for inactives: top-dose activity, negative = active; actives 0.2% (n = 390,000); HeLa A3F-eYFP + Vif (tagged APOBEC3F with the HIV-1 protein that degrades it), YFP fluorescence increase; note: % of control where 0% means no effect; nearly all actives have a fitted effect of over 65% in size
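HeLa cells stably expressing A3F-eYFP plus Vif, plated and incubated overnight at 37 deg C, then exposed to compounds overnight at 37 deg C. Blocked degradation read as raised yellow fluorescence (Ex 488/Em 500-530).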
TrxR1 substrate – qHTS Assay for Substrates of Mammalian Selenoprotein Thioredoxin Reductase 1 (TrxR1): qHTS | AID 588456, 2011 | purified TrxR1 substrate turnover, NADPH consumption readout | actives 0.01% (n = 390,000) | Potency, µM (top dose mostly 114 µM), inactives show at the highest dose activity change, negative = substrate turnover | Thioredoxin reductase 1, cytoplasmic (Rattus norvegicus), O89049; note: % is set by controls: 0 for no effect and ±100 for the full control effect; nearly all actives have a fitted effect of over 50% in size
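Rat TrxR1, dispensed at 90 nM, was prereduced with 400 uM NADPH (final) for 5 min at ~22 deg C, then incubated with compound 15 min before 400 uM selenite. A first-read NADPH fluorescence drop versus no-compound background flagged substrates.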
mIDH1 inhibitor – qHTS for Inhibitors of mutant isocitrate dehydrogenase 1 (IDH1): qHTS. actives 0.093% (n = 390,000). Isocitrate dehydrogenase [NADP] cytoplasmic (Homo sapiens), O75874. IDH1-R132H enzyme, NADPH consumption, diaphorase/resazurin fluorescence. Potency, µM (series often up to 76.6 µM), for the others: at the highest dose activity change, negative = inhibition, hits mostly inhibitors. AID 602179, 2012; note: % is set by controls: 0 for no effect and ±100 for the full control effect; nearly all actives have a fitted effect of over 65% in size
Target sequence (O75874 whole entry R132H, stated change not applied): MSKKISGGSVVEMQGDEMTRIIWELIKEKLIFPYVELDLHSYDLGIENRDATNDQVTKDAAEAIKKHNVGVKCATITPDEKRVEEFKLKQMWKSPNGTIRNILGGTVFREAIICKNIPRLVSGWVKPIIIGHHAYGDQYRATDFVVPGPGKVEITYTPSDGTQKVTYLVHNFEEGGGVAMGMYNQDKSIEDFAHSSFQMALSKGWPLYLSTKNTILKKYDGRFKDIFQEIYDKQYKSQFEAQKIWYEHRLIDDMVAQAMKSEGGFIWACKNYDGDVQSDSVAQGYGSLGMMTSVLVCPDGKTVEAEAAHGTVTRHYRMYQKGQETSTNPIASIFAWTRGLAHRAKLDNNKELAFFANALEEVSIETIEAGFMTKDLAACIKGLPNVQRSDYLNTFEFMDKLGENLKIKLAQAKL
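IDH1-R132H (0.5 ug/mL dispensed) in pH 7.5 Tris buffer was preincubated 30 min with compound, then given a substrate mix of 0.016 mM NADPH and 2 mM alpha-KG for 80 min at room temperature; remaining NADPH was read by diaphorase/resazurin fluorescence.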
Numbers without * were called inactive; ? = inconclusive; . = not tested or not shown; & = joins results of further samples; ! = not confirmed by another sample; [ ] = dose if it differs, or a comment. Calls come from the whole dose curve; as a rule, active = well fitted curve in the direction sought with a large enough effect; inconclusive = small, poorly fitted or top-dose-only effect, or another doubt; inactive = no such curve, though single readings can be large; an effect the other way counts as inactive or inconclusive. Potency is the fitted concentration of half-maximal effect. An excerpt, so the mix of outcomes need not match the whole.

Results follow in this order: Vif-APOBEC3G blk	RXFP1 agonist	USP1 inh	RGS4 inh	12-LOX inh	TrxR1 inh	Vif-A3F inh	TrxR1 substrate	mIDH1 inhibitor
- CCCCN(CC)CCNC(=O)Cn1cnc2sc(C)c(S(=O)(=O)N3CCOCC3)c2c1=O
    -2%	2.7%	-12%	-13%	-24%	12%	.	10%	7%
- O=C(Nc1cc2ccc(O)cc2oc1=O)c1ccccc1
    4%	0.4%	-16%	3%	-29%	20%[57.1 µM]	-11%	0%[57.1 µM]	?
- COc1ccc(/C=N/Nc2ncc(Br)cn2)c(OC)c1
    5%	-1.8%	?	-65%[56.9 µM]	-10%	1%	0%	2%	11%
- COc1ccc(-c2nc(SCC(=O)NCc3ccccc3Cl)n[nH]2)cc1
    -11%	-1.4%	-18%	3%	-19%	6%[57.1 µM]	-1%	-3%[57.1 µM]	20%
- CCOC(=O)CCNC(=O)Nc1ccc2nc(C)n(Cc3ccccc3Cl)c(=O)c2c1
    -1%	-0.7%	-10%	10%	8%	18%	3%	11%	3%
- CN(CCCNC(=O)C1CCN(S(=O)(=O)c2cccc3nsnc23)CC1)Cc1ccccc1
    2%	0.4%	-17%	-37%	-19%	-15%	11%	-3%	3%
- CCC(C)(C(=O)NC1CCCC1)N(Cc1ccco1)C(=O)c1ccc2c(c1)OCO2 (stereo not given)
    1%	2.3%	-8%	24%	0%	3%	-8%	-1%	13%
- CCc1cc(SC#N)cc(CC)c1NC(=O)CCl
    -13%	0.5%	-8%	-16%	-27%	25µM*	-2%	-10%	?
- Cc1ccc(S(=O)(=O)NC(C)C(=O)N2CCOCCOCCOCC2)cc1 (stereo not given)
    1%	4.1%	-7%	-4%	-1%	6%[57.1 µM]	0%	6%[57.1 µM]	5%
- Cc1cc(NS(=O)(=O)c2ccccc2)cc(Cl)c1O
    -4%	-0.4%	-8%	-18%	?	?	-18%	-3%	-1%
- CC(C)c1nc2cc(C(=O)N3CCN(c4cnccn4)CC3)ccc2o1
    0%	3.0%	-15%	1%	0%	-16%	5%	-2%	3%
- O=c1cc(CN2CCN(Cc3ccccc3)CC2)c2cc3c(cc2o1)CCC3
    0%	-3.0%	-21%	-32%	?	-36%	4%	7%[57.1 µM]	2%
- COCc1nnc(NC(=O)c2ccc(S(=O)(=O)N(C)C3CCCCC3)cc2)o1
    3%	-0.7%	-10%	5%	5%	9%[57.1 µM]	5%	-7%	-2%
- CCOC(=O)c1c(NC(=O)CSc2nnnn2-c2ccc3c(c2)OCO3)sc(C)c1C
    -2%	2.4%	-4%	1%	15%	33%	-8%	7%	5%
- C=CCn1nnnc1-c1cccc(Cl)c1
    1%	-0.3%	-10%	?	-2%	25%[57.1 µM]	-2%	-20%[57.1 µM]	12%
- COc1ccc(N/C=C(\C=C\C#N)S(=O)(=O)c2ccccc2)cc1
    -7%	13%	-9%	23%	0%	-2%	-11%	7%	-8%
- O=C(COC(=O)c1ccc2ncsc2c1)NCc1ccc(F)cc1
    -7%	3.4%	-13%	-13%	18%	11%	?	-5%	-5%
- CCOc1ccc(CN2CCNC(=O)C2CC(=O)NC2CCOCC2)cc1 (stereo not given)
    0%	-0.4%	-11%	-12%	-7%	?	5%	-11%	5%
- Cc1ccc(Nc2ccc([N+](=O)[O-])cn2)cc1Cl
    -8%	1.3%	-9%	11%	0%	12%[57.1 µM]	-17%	9%[57.1 µM]	8%
- COc1nc(N)nc2c1ncn2C1OC(CO)CC1O (stereo not given)
    -4%	.	0%	0%	2%	-20%	-6%	-11%	0%
- COc1ccc(Cc2nnc(SCC(=O)Nc3ccccc3C)n(N)c2=O)cc1
    1%	-0.8%	2%	7%	8%	-13%	-22%	-14%	1%
- CC(=O)c1ccc(NC(=O)C2CCCN(S(=O)(=O)c3c(C)[nH]c(=O)[nH]c3=O)C2)cc1 (stereo not given)
    8%	0.7%	-13%	-8%	-1%	7%	11%	2%	0%
- CCOC(=O)C(CCCCOc1ccc([N+](=O)[O-])cc1)C(=O)OCC
    -1%	-0.5%	-11%	-11%	-13%	21%	0%	-5%	5%
- Cc1cc(OCC(=O)N(C)Cc2ccccc2)ccc1Br
    0%	1.9%	-10%	2%	11%	12%	6%	1%	2%
- O=C(CCCCCN1C(=O)c2ccccc2C1=O)Oc1ccc2c3c(c(=O)oc2c1)CCC3
    0%	1.8%	-9%	-14%	7%	-23%	-12%	42%[activator]	4%
- C/C(=N\NC(=O)c1ccc(F)cc1)c1ccccn1
    -10%	0.1%	-22%	9%	10%	14%	-4%	3%	11%
- C=CCc1cc(OC)ccc1OCC(O)CN1CCN(c2ccc(OC)cc2)CC1 (stereo not given)
    -1%&1%	0.0%&1.0%	2%&-9%	13%&2%	35µM*!	5%[57.1 µM]	-5%&19%	1%[57.1 µM]	13%&0%
- Cc1nnc(NC(=O)CSCc2c(C)noc2C)s1
    0%	-0.1%	-5%	-9%	-16%	36%[activator]	2%	15%	-1%
- Cn1c(=O)cc(C(=O)N/N=C/c2ccc(Cl)cc2)[nH]c1=O
    6%	-0.4%	-4%	20%	26%	-18%	0%	-13%	0%
- CC(=O)Nc1sc(N/N=C/c2ccc(O)cc2)nc1-c1ccc(C)cc1
    -21%	2.4%	-3%	12%	?	-8%	-1%	-6%	5%
- COc1cc(CNCc2ccc(C(=O)O)cc2)ccc1OCc1ccc(F)cc1
    -12%	-0.2%	-18%	0%	-10%	12%	0%	-1%	-4%
- Cc1cccc2c1-c1sc(C(=O)Nc3cccc([N+](=O)[O-])c3C)cc1CO2
    0%	-6.3%	-4%	0%	-26%	7%[57.1 µM]	-4%	4%[57.1 µM]	6%
- CCN(CC)S(=O)(=O)c1cc(C)c(C)cc1Br
    3%	-0.5%	-8%	32%	?	-11%	6%	-10%	0%
- Nc1ccc(N2CCN(c3ccc(F)cc3)CC2)cc1
    1%	-2.1%	-22%	-37%	?	4%[57.1 µM]	9%	-3%[57.1 µM]	-5%
- Cc1cc(C(=O)Cn2nc(C(=O)O)c3ccccc3c2=O)c(C)n1C1CC1
    2%	2.3%	?	10%	0%	-3%[57.1 µM]	6%	2%[57.1 µM]	-1%
- C[n+]1c2n(c3ccccc31)N=C(c1cc(C(C)(C)C)c(O)c(C(C)(C)C)c1)CS2
    -7%	0.2%	-15%	-10%	28µM*	12%[57.1 µM]	20%	3%[57.1 µM]	7%
- COc1ccccc1-c1nnc(NC(=O)c2ccc(S(=O)(=O)N3CCOCC3)cc2)o1
    -8%	0.6%	-20%	2%	0%	9%[57.1 µM]	?	3%[57.1 µM]	3%
- COCC(C)NC(=O)CSc1nc(-c2ccccc2)c(-c2ccccc2)o1 (stereo not given)
    1%	4.4%	-15%	7%	?	-2%	-5%	9%[57.1 µM]	-4%
- CCn1c(=O)cc(OCC(=O)N2CCN(c3cccc(C)c3C)CC2)c2ccccc21
    0%	-1.2%	-8%	15%	-27%	-29%	-1%	-18%	-1%
- C=CCn1c(N)c(C(=O)Nc2ccccc2OC)sc1=S
    -3%	1.8%	-11%	0%	12%	2%[57.1 µM]	-1%	8%[57.1 µM]	8%
- COc1ccc(S(=O)(=O)NC2CCc3ccccc32)cc1OC (stereo not given)
    1%	-0.1%	-13%	-3%	13%	7%	11%	-6%	-16%
- O=C(Cc1ccc(NC(=O)N2CCCCc3ccccc32)cc1)NCc1cccc(Br)c1
    -1%	-0.1%	-7%	12%	-20%	12%[57.1 µM]	0%	-3%[57.1 µM]	1%
- O=C1CCc2cc(NS(=O)(=O)c3ccc(F)cc3)cc3c2N1CCC3
    0%	-2.4%	-18%	0%	-29%	0%	-4%	-6%	4%
- Cc1cc(C)cc(NC(=O)CN2C(=O)COc3ccc(S(=O)(=O)Nc4ccccc4)cc32)c1
    -4%	0.7%	-21%	6%	-25%	9%	1%	-8%	4%

Retrieved one by one from above (2):
Results follow in this order: Vif-APOBEC3G blk	RXFP1 agonist	USP1 inh	RGS4 inh	12-LOX inh	TrxR1 inh	Vif-A3F inh	TrxR1 substrate	mIDH1 inhibitor
- O=C(Nc1cc2ccc(O)cc2oc1=O)c1ccccc1
    4%	0.4%	-16%	3%	-29%	20%[57.1 µM]	-11%	0%[57.1 µM]	?
- Cc1cc(C(=O)Cn2nc(C(=O)O)c3ccccc3c2=O)c(C)n1C1CC1
    2%	2.3%	?	10%	0%	-3%[57.1 µM]	6%	2%[57.1 µM]	-1%

Source: PubChem BioAssay
